# Bioassay records deposited in PubChem BioAssay by Southern Research Specialized Biocontainment Screening Center.
# influenza NS1A: H1N1 influenza NS1A inhibitors, functional cell based assay (AID 504329); NS1A functional cell-based assay, percent inhibition; higher % means a stronger effect; 0.3% of 340,000 active; one-dose inhibition, % at 12.5 µM; IC50 in µM for titrated hits; in the data active = a potency from the dose series; inconclusive = inhibition above about 27% without an active follow-up result; note: strong numbers were not always called active
# inhibitors of VEEV: inhibitors of VEEV TC-83 cytopathic effect, confirmation, Vero cells (AID 588727) | Vero cells, VEEV TC-83 cytopathic effect inhibition; higher % means a stronger effect | one-dose inhibition, % at 20 µM; IC50 in µM for titrated hits | 0.13% of 350,000 active; in the data active = a potency from the dose series; inconclusive = inhibition mostly from about 14% at the one dose, without a potency; inactive = the rest, 99 in 100 with inhibition below about 12%; note: strong numbers were not always called active
# PhoP GFP inhibition: PhoP regulon inhibitors, Salmonella typhi PhoP promoter GFP reporter, confirmatory (AID 1850); Salmonella Typhi PhoP-promoter GFP reporter, fluorescence, 4 h; higher % means a stronger effect; inhibition, % at 50 µM, or IC50 in µM where a hit was titrated; 0.33% of 310,000 active; in the data active = a potency from the dose series; inconclusive = inhibition mostly from about 25% at the one dose, without a potency; inactive = the rest, 99 in 100 with inhibition below about 19%;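 note: 0% = induced wells with vehicle and 100% = uninduced wells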
# M. tuberculosis HTS: M. tuberculosis growth inhibition, HTS (AID 449762); 0.59% of 330,000 active; inhibition, % at 25 µM; hits with a dose series show IC50 in µM; M. tuberculosis H37Rv growth inhibition, 7H9 media; higher % means a stronger effect; in the data active = a potency from the dose series; inconclusive = inhibition above about 70% without an active follow-up result;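 note: bacterial growth assessed after seven days of incubation; strong numbers were not always called active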
# tuberculosis growth: growth inhibition of non-replicating M. tuberculosis (AID 488890); Mycobacterium tuberculosis non-replicating, growth inhibition; higher % means a stronger effect; one-dose inhibition, % at 25 µM; IC50 in µM for titrated hits; 0.39% of 320,000 active; in the data active = a potency from the dose series; inconclusive = inhibition mostly from about 82% at the one dose, without a potency; inactive = the rest, 99 in 100 with inhibition below about 76%;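 note: plate controls were DMSO cells for no effect and high antibiotic wells for full effect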
# inhibitors of VEEV 10K pilot screen: also measured in inhibitors of VEEV; calls as there; inhibition, %; measured here: 10K pilot screen inhibition
# * = called active by the depositor; i = inactive; u = inconclusive; x = no result given. Not a hit list; 1.6% or so of the library scored in one or more.
SMILES,influenza NS1A,inhibitors of VEEV,PhoP GFP inhibition,M. tuberculosis HTS,tuberculosis growth,others
CC(C)C[C@H](NC(=O)N1CC(=O)Nc2ccccc21)C(=O)N1CCC[C@H]1C(=O)O,-3%,i,-5%,-8%,-3%,
Clc1cccc2c3c([nH]c12)CCNC3,22%,i,15%,0%,1%,
CCNC(=S)N1C2CCC1CC(NC(=O)Nc1ccc(C(=O)OCC)cc1)C2 (stereo not drawn),6%,1.4%,1%,-3%,6%,
COc1ccc(N(C(=O)c2ccco2)C(C(=O)NC2CCCC2)c2ccc(N(C)C)cc2)cc1 (stereo not drawn),3%,5.2%,-1%,5%,19%,
CC(=O)N/C(N)=N/c1nc2cc(C)ccc2o1,-2%,i,-2%,3%,-16%,
COc1ccc(OC)c(/C=C/c2ccc3cccc(O)c3n2)c1,1%,28%,-5%,u,u,
COc1ccc(S(=O)(=O)N2CCN(C/C=C/c3ccccc3)CC2)cc1F,6%,0.1%,-16%,-4%,9%,
CC(=O)c1ccc(OCc2cc(C(=O)N(C)C(C)c3ccon3)no2)cc1 (stereo not drawn),-3%,0.9%,-3%,-13%,-3%,
Cc1cccc(C(=O)Nc2cccc(C(=O)N/N=C/c3ccc4c(c3)OCO4)c2)c1,-1%,8.3%,5%,5%,8%,
CCOc1ccc(S(=O)(=O)N2CCN(C(=O)c3cc(C4CC4)nn3-c3ccccc3)CC2)cc1,-3%,13%,x,x,x,
Cc1cc(C)c[n+](C2=C([O-])c3ccccc3C(=O)/C2=N\S(=O)(=O)c2cccs2)c1,-10%,0.5%,-9%,4%,28%,
N#CCC(=O)Nc1ccc(C(=O)OCC(=O)N(Cc2ccccc2)C2CCS(=O)(=O)C2)cc1 (stereo not drawn),11%,1.5%,0%,-6%,3%,
O=S(=O)(NCc1ccccn1)c1cccc2nsnc12,-10%,0.1%,7%,-5%,-10%,
O=C(Cn1cnc2ccccc2c1=O)NCC(=O)N1CCN(Cc2ccc3c(c2)OCO3)CC1,-2%,i,-7%,-7%,-6%,
COc1cc(NC(=O)C(C)Oc2ccccc2)c(C(=O)O)cc1OC (stereo not drawn),3%,3.2%,-10%,6%,22%,
O=C(O)CNC(=O)c1ccc(NC(=O)/C(=C/c2ccccc2)NC(=O)c2ccco2)cc1,15%,1.1%,-1%,1%,-6%,
COC(CNC(=O)CN1C(=O)COc2ccc(S(=O)(=O)N3CCOCC3)cc21)OC,5%,i,-17%,-1%,-8%,
O=C(NCCc1cccs1)C1CC(c2ccccc2[N+](=O)[O-])=NO1 (stereo not drawn),-3%,0.5%,-2%,4%,-4%,
Cc1cc(C(=O)Oc2cccnc2)ccc1[N+](=O)[O-],-5%,i,0%,u,68%,
CCOc1ccc(NS(=O)(=O)c2ccc(OC)c(NC(=O)c3ccc4c(c3)OCCO4)c2)cc1,6%,3.2%,-5%,-6%,11%,
CCOC(=O)C1CCN(C(=O)Nc2ccc3c(c2)nc(C)n3C)CC1,-1%,0.1%,1%,-2%,2%,
COc1ccc(CNC(=O)c2cc(SC)ccc2Cl)cc1OC,-4%,1.8%,-4%,3%,15%,
COc1ccc(NC(=O)c2cc(S(=O)(=O)N3CCCCC3)ccc2OC)cc1,8%,i,5%,0%,7%,
C=CCN(C(=O)CN1CCCCC1)c1nc(-c2ccccc2)cs1,-2%,4.0%,-1%,0%,7%,
CC(C)Oc1ccc(C(=O)Nc2nnc(C3=COCCO3)o2)cc1,-8%,0.0%,-4%,u,u,

# The final two entries of the section above open the next one.
SMILES,influenza NS1A,inhibitors of VEEV,PhoP GFP inhibition,M. tuberculosis HTS,tuberculosis growth,others
C=CCN(C(=O)CN1CCCCC1)c1nc(-c2ccccc2)cs1,-2%,4.0%,-1%,0%,7%,
CC(C)Oc1ccc(C(=O)Nc2nnc(C3=COCCO3)o2)cc1,-8%,0.0%,-4%,u,u,
CCn1cc(C(=O)NCc2ccccc2OC)c(=O)c2cc(S(=O)(=O)N(C)C)ccc21,9%,10%,-11%,-6%,7%,
CCOC(=O)c1ccc(Oc2cc(C)nc(SC)n2)cc1,0%,i,5%,-3%,13%,
Cc1[nH]c(=O)[nH]c(=O)c1S(=O)(=O)N1CCC(C(=O)N2CCN(Cc3ccccc3)CC2)CC1,-1%,0.5%,-10%,-3%,-1%,
C=CCN=c1sc(C(=O)OC)cc(=O)n1CC=C,1%,i,-3%,-6%,-10%,
c1ccc(COc2ccc(OCCN3CCCCC3)cc2)cc1,14%,i,3%,7%,49%,
CCN(CC)C(=O)c1csc(Nc2ccc(C)cc2)n1,0%,1.9%,0%,-1%,4%,
Cc1ccc(NC(=O)CCc2c(C)nc3ncnn3c2C)nc1,-2%,i,-8%,-2%,6%,
CCN(CC)S(=O)(=O)c1ccc(OC)c(NC(=O)Cc2cccs2)c1,-1%,4.7%,-2%,2%,4%,
COc1ccccc1C(=O)NNC(=S)NC(=O)c1sc2ccccc2c1Cl,3%,4.5%,-3%,u,u,
Cc1ccc(S(=O)(=O)N2CCOCC2)cc1NC(=O)CN1C(=O)CN(C)C1=O,-4%,0.3%,x,x,x,
O=C(Nc1ccccc1N1CCN(C(=O)c2ccccc2)CC1)c1cc2ccccc2o1,9%,9.3%,13%,3%,3%,
O=C(NCc1ccccc1)c1ccc(=O)oc1,0%,0.9%,-8%,0%,9%,
O=C(Cn1c(=O)oc2cc(S(=O)(=O)N3CCOCC3)ccc21)N1CCc2ccccc2C1,2%,0.3%,5%,-8%,x,
COc1cccc(/C=N/NC(=O)CN2CC(c3ccccc3)CC2=O)c1O (stereo not drawn),8%,1.7%,4%,6%,7%,
COc1ccccc1N1CCN(C2CCCN(C(=O)CCN3CCCCO3)C2)CC1 (stereo not drawn),-2%,0.8%,1%,4%,2%,
Cn1c(=O)n(C)c2cc([N+](=O)[O-])c(N3CCN(C(=O)C(C)(C)C)CC3)cc21,0%,0.3%,5%,5%,9%,
C=CCN(C(=O)CSc1nc2ccsc2c(=O)n1Cc1ccccn1)c1ccccc1,-5%,1.7%,-3%,-7%,3%,
N#Cc1c2ccc(O)cc2n2ccccc12,3%,9.9%,-3%,55%,56%,
COCc1[nH][nH]c(=O)c1C=Nc1ccc(OC(F)(F)F)cc1,-9%,2.0%,-7%,2%,5%,
O=C(NCC(=O)N1CCN(S(=O)(=O)c2ccccc2)CC1)c1ccc2ccccc2c1,1%,1.1%,4%,10%,2%,
O=C1Nc2ccccc2C12OCCCO2,-17%,0.2%,-5%,-1%,-10%,
CCOC(=O)NC1c2ccccc2Oc2ccccc21,-4%,i,13%,3%,31%,
C=CCNC(=O)CN1C(=O)c2cccc3cccc1c23,-29%,i,5%,-2%,-14%,
COc1ccc(N(C(=O)c2snc(C(N)=O)c2N)C(C(=O)NC2CCCC2)c2ccc3ncccc3c2)cc1 (stereo not drawn),13%,9.9%,-33%,2%,0%,
CCOC(=O)c1c(CN(CC)CC)n(C)c2cc(Br)c(O)cc12,11%,i,4%,-3%,-11%,

# Quoted at random: 6 entries already listed.
SMILES,influenza NS1A,inhibitors of VEEV,PhoP GFP inhibition,M. tuberculosis HTS,tuberculosis growth,others
O=C(NCc1ccccc1)c1ccc(=O)oc1,0%,0.9%,-8%,0%,9%,
COCc1[nH][nH]c(=O)c1C=Nc1ccc(OC(F)(F)F)cc1,-9%,2.0%,-7%,2%,5%,
CCN(CC)S(=O)(=O)c1ccc(OC)c(NC(=O)Cc2cccs2)c1,-1%,4.7%,-2%,2%,4%,
C=CCN=c1sc(C(=O)OC)cc(=O)n1CC=C,1%,i,-3%,-6%,-10%,
CCOC(=O)c1ccc(Oc2cc(C)nc(SC)n2)cc1,0%,i,5%,-3%,13%,
CCOC(=O)NC1c2ccccc2Oc2ccccc21,-4%,i,13%,3%,31%,

# More structures follow:
SMILES,influenza NS1A,inhibitors of VEEV,PhoP GFP inhibition,M. tuberculosis HTS,tuberculosis growth,others
COc1ccc(CCNC(=O)c2nnc(Cc3c(F)cccc3Cl)o2)cc1OC,-6%,3.0%,-2%,-6%,14%,
Cc1ccc(OCCCC(=O)NCc2ccco2)cc1,5%,1.7%,2%,-5%,54%,inhibitors of VEEV 10K pilot screen=1.3
COc1cccc(NC(=S)/C(=C(\[O-])c2ccc(OC(F)F)cc2)[n+]2ccccc2)c1,-3%,1.8%,-13%,-2%,14%,
O=C(COC(=O)Cc1cccc(F)c1)NCCc1ccccc1,-8%,4.2%,x,-1%,45%,
COC(=O)N1CCN(c2ccc(C(C)=O)cc2)CC1,-10%,1.6%,-3%,-18%,-6%,
O=C(CCn1c(=S)oc2ccccc21)N1CCCCC1,-1%,i,-10%,-5%,-12%,
CNC(=O)c1[nH]cnc1C(=O)N[C@@H](CC(C)C)C(=O)OCc1ccccc1,3%,0.7%,-2%,14%,43%,
O=C(Nc1cccc2c1CCCC2)C1CCCN(S(=O)(=O)c2cccc3nonc23)C1 (stereo not drawn),-2%,1.8%,5%,-4%,-9%,
Cc1cc(C)cc(N(C(=O)CNC(=O)c2ccco2)C(C(=O)NC2CCCC2)c2cccnc2)c1 (stereo not drawn),19%,2.1%,-21%,-4%,18%,
CCN(c1ccc(F)cc1)S(=O)(=O)c1ccc2[nH]cc(C(=O)NCCCN3CCOCC3)c(=O)c2c1,5%,0.2%,10%,-3%,-5%,
Cc1cccc(C(=O)OCC(=O)NCC2COc3ccccc3O2)c1 (stereo not drawn),-16%,0.7%,x,9%,26%,
CCOC(=O)/C(C(N)=NC(C)C)=C(\O)c1ccccc1,0%,i,-6%,-16%,-13%,
Cc1ccc(C(=O)NCC(=O)OC(C)C(=O)Nc2ccc(N(C)C)cc2)cc1C (stereo not drawn),14%,1.7%,2%,-2%,-11%,
O=C(Nc1cc(Cl)ccc1-n1cncn1)c1cccc(S(=O)(=O)N2CCOCC2)c1,-2%,0.8%,x,-12%,10%,
COc1ccc([N+](=O)[O-])cc1NC(=O)Cc1ccc(C)cc1,-10%,0.2%,-4%,-5%,17%,
CCOc1ccc(CC(=O)NNC(=O)NC2CCCCC2)cc1,-5%,1.2%,6%,-8%,3%,
CCCCn1cnc2c(Sc3c([N+](=O)[O-])ncn3C)nc(N)nc21,-15%,11%,x,x,x,
CCCN(CCC)C1=CC(=[N+]2CCCC2)CC(C)(C)C1,-6%,1.1%,2%,-9%,51%,
CCC(=O)c1cc(F)c(N2CCN(S(=O)(=O)c3ccccc3)CC2)cc1C,-5%,0.0%,-13%,6%,28%,
CCOC(=O)C1CCCN(C(=O)CSc2ccc(NC(C)=O)cc2)C1 (stereo not drawn),1%,1.4%,10%,-2%,-2%,
COc1cc(/C=C/C(=O)OCC(=O)N2CCN(S(=O)(=O)c3ccc(C)cc3C)CC2)ccc1OC(F)F,-3%,2.7%,x,x,x,
C#CC[N+](C)(C)CCCCCCCCC,-4%,i,-7%,7%,-16%,
N#CCCS(=O)(=O)c1nnnn1-c1ccccc1,x,x,u,60%,-23%,
CCOc1ccc(NC(=O)C2CC(=O)N(CC)C(=Nc3ccc4c(c3)OCO4)S2)cc1 (stereo not drawn),7%,1.9%,0%,1%,3%,
Cc1ccc(Nc2nc(N)nc(CSc3nccn3C)n2)c(C)c1,0%,1.8%,0%,-6%,22%,

# The list goes on:
SMILES,influenza NS1A,inhibitors of VEEV,PhoP GFP inhibition,M. tuberculosis HTS,tuberculosis growth,others
COc1ccc(-c2nnc(SCC(=O)NC3CC3)o2)cc1,0%,1.5%,x,13%,x,
O=C1/C(=C/c2cccs2)COc2ccccc21,12%,1.0%,-6%,0%,i,
CCOC(=O)c1c(S(=O)(=O)NCC(=O)Nc2cccc(C)c2C)c(C)n(C)c1C,10%,4.1%,-10%,-1%,-3%,
C=CCN1C(=O)C(CC(=O)NCC)SC1=Nc1ccccc1CC (stereo not drawn),-1%,i,-3%,11%,37%,
COc1ccc(O)c(C(=O)c2cnc3c(c2)CN(C)C(=O)N3)c1,-4%,4.1%,0%,-2%,7%,
COCCn1c(SCC(=O)Nc2ccccc2)nc2c1c(=O)[nH]c(=O)n2C,-7%,0.3%,0%,-6%,9%,inhibitors of VEEV 10K pilot screen=0.7
O=C(Nc1ccon1)c1cccc(S(=O)(=O)N2CCCC2)c1,-14%,1.0%,-9%,-8%,-2%,
O=C1/C(=C/c2cccs2)SC(=S)N1NS(=O)(=O)c1ccccc1,-6%,0.6%,-30%,2%,32%,
O=C(NC1C/C=C\C(c2ccccc2)N(c2ccccc2)C(=O)C1)OCC1c2ccccc2-c2ccccc21 (stereo not drawn),-8%,4.0%,x,x,x,
